Screening data from PubChem.
AmpC inh detg: inhibitors of E. coli AmpC beta-lactamase with detergent; P00811; AmpC hydrolysis of nitrocefin, absorbance 480 nm, 0.01% Triton; Potency, µM (series often up to 114 µM), for the others: at the top dose activity change, negative = inhibition, hits mostly inhibitors; 370,000 compounds, 0.041% hits; AID 485294;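 note: potency is the fitted concentration of half-maximal effect; 0% = no-compound wells and -100% = no-enzyme wells; nearly all actives have a fitted effect of over 25% in size; some results filed as inactive show a strong effect at the top dose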
Target sequence (P00811 whole entry, looked up): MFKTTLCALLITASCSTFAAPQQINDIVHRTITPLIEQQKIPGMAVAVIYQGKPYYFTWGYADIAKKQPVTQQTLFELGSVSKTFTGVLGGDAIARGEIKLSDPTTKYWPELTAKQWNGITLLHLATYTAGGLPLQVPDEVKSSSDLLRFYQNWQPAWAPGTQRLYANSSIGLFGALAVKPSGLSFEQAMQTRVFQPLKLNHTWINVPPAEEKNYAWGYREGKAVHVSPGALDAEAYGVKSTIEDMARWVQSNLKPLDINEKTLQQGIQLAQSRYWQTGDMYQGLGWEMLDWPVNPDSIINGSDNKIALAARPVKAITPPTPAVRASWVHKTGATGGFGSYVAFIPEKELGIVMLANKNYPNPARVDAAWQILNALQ
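AmpC (5.3 nM in the dispensed reagent) in 20 mM phosphate pH 7.0 with 0.01% (detergent screen) or 0.0001% Triton X-100 was preincubated with compounds for 15 min at room temperature. Nitrocefin was then added from an 800 uM solution, and hydrolysis was followed at 480 nm.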
TbPYK inhibitor: T. brucei pyruvate kinase inhibition | TbPYK enzyme, Kinase-Glo Plus ATP luminescence, 45 min | Potency, µM (highest dose often 76.8 µM), without a hit: at the top dose activity, negative = inhibition, usual class: inhibitors | 410,000 compounds, 0.12% hits | AID 624173 | Q57TT1; note: potency is the fitted concentration of half-maximal effect; nearly all actives have a fitted effect of over 50% in size
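Screened from lowest to highest concentration, compounds were pinned into TbPYK/substrate mixtures, and ADP (130 uM final) was added. Plates sat at room temperature for 45 min prior to Kinase-Glo Plus detection by luminescence.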
AMA1-RON2 inh: disrupts binding of P. falciparum AMA1 to RON2 | AlphaScreen AMA1-biotinylated RON2 peptide binding | Potency, µM (top dose mostly 58.2 µM), for the others: at the top dose activity change, negative = inhibition, hits mostly inhibitors | 360,000 compounds, 0.2% hits | AID 720542;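 note: potency is the fitted concentration of half-maximal effect; 0% = vehicle wells and -100% = peptide control; nearly all actives have a fitted effect of over 45% in size; some results filed as inactive show a strong effect at the top dose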
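AMA1 (3D7) with his tag at 25 nM final met compounds first, then biotinylated RON2 peptide at 25 nM; detection used donor plus acceptor beads, 10 µg/mL apiece, read by AlphaScreen after 30 min at room temperature.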
HCV inhibitor: inhibitors of hepatitis C virus infection. Huh7.5.1 HCVcc-Cre infection, luciferase reporter, 44 h. Potency, µM (highest dose often 41.8 µM), inactives show at the top dose activity change, negative = inhibition, usual class: inhibitors. 340,000 compounds, 3.4% hits; note: potency is the fitted concentration of half-maximal effect
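HCVcc-Cre virus at an moi near 0.5 was added right after compound to cells cultured 4 h from seeding (1,000 cells/well). Luciferase activity was determined 44 h later, 15 min after substrate addition at RT.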
AmpC no deterg: inhibitors of E. coli AmpC beta-lactamase without detergent; AmpC nitrocefin hydrolysis, absorbance 480 nm, 0.0001% Triton; P00811; Potency, µM (top dose mostly 57.1 µM), without a hit: at the highest dose activity change, negative = inhibition, most hits filed as inhibitors; AID 485341; 330,000 compounds, 0.52% hits;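 note: potency is the fitted concentration of half-maximal effect; plate controls were no compound for no effect and no enzyme for full effect; nearly all actives have a fitted effect of over 20% in size; some results filed as inactive show a strong effect at the top dose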
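20 mM phosphate pH 7.0 + 0.01% (detergent screen) or 0.0001% Triton X-100; 5.3 nM AmpC reagent; cpd preinc 15 min RT; nitrocefin (800 uM stock) to start; A480 q20 s × 4 min; Activity was normalised to no-enzyme and no-compound control wells.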
HCMV inh: human cytomegalovirus inhibition | activity change, negative = inhibition, % at 57.5 µM | 410,000 compounds, 4.5% hits | HFF cells, HCMV-luciferase reporter, 72 h; hits give low values; in the data active = activity change below about -60%; inconclusive = no clear call, values can overlap the other calls; inactive = above about -39%
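Luciferase read-out from HCMV-luciferase-infected HFFs (MOI 1 PFU/cell) 72 h post infection at 37C; compounds added after 16 h cell attachment; activity normalized between buffer-only basal and Salinomycin (10uM) inhibitor controls.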
LmPK inh: LmPK (Leishmania mexicana) enzyme inhibition; Q27686; purified LmPK, Kinase-Glo ATP luminescence, 1 h; Potency, µM (highest dose often 57.5 µM), for inactives: at the highest dose activity change, negative = inhibition, usual class: inhibitors; 290,000 compounds, 0.37% hits; note: potency is the fitted concentration of half-maximal effect
Target sequence (Q27686 whole entry, looked up): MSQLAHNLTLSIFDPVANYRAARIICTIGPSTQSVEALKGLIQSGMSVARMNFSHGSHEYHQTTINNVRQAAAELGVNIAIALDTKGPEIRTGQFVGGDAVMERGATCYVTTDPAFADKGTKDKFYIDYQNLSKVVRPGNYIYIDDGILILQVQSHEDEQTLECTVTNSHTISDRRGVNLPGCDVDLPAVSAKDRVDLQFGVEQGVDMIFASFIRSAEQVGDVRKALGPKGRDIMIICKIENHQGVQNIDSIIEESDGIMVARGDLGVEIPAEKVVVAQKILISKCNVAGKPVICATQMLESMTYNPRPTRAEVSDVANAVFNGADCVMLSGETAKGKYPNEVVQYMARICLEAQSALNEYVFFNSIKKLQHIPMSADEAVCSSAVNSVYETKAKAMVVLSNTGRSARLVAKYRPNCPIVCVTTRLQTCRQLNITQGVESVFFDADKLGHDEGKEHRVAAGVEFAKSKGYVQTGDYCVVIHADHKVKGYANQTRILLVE
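In 50 mM imidazole pH 7.2 with 7 mM MgCl2, LmPK (0.1 nM) turned over PEP (0.5 mM) and ADP (0.1 mM) for 1 h at room temperature. Luciferase read-out of ATP.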
An asterisk follows results filed as active; u = inconclusive; x = no result given; & = joins results of further samples; [ ] = remark or other dose. Unless noted, calls come from the whole dose curve; as a rule, active = well fitted curve in the direction sought with a large enough effect; inconclusive = small, poorly fitted or top-dose-only effect, or another doubt; inactive = no such curve, though single readings can be large; an effect the other way counts as inactive or inconclusive. Unless noted, % is set by controls: 0 for no effect and ±100 for the full control effect.

SMILES	AmpC inh detg	TbPYK inhibitor	AMA1-RON2 inh	HCV inhibitor	AmpC no deterg	HCMV inh	LmPK inh
CN(C)CCCN1C(=O)C(=O)/C(=C(/O)c2ccncc2)C1c1ccccc1 (stereo unspecified)	6%	1%	-1%	7%	0%	-27	-2%
Cc1ccc(NC(=O)c2ccc3ccccc3n2)cc1S(=O)(=O)N(C)C	-17%	-4%	4%	u	-15%	4	2%
O=C(COC(=O)CCSc1ccc(Cl)cc1)NCc1ccccc1Cl	-6%	2%	-20%	-4%	-15%	u	-1%
O=C(Nc1cccc(-c2nc3ncccc3o2)c1)c1ccc2c(c1)OCO2	x	-12%	22%	-19%	x	18	x
COc1ccc(NCc2nnc(SCC(=O)N3CCCc4ccccc43)o2)cc1	-1%	3%	-7%	-15%	-3%	19	0%
CC1CCCN(c2nc3c(c(=O)[nH]c(=O)n3C)n2Cc2ccccc2Cl)C1 (stereo unspecified)	-15%	2%	-4%	7%	-4%	-82*	7%
CCOc1ccc(CN2CCNC(=O)C2CC(=O)NC2CCOCC2)cc1 (stereo unspecified)	-2%	0%	12%	x	1%	40	3%
C=CC1CN(C(=O)OCC(Cl)(Cl)Cl)C2CC3c4ccc(OC)cc4NC3C3CC1C2CO3 (stereo unspecified)	x	-3%	-29%	10µM*	x	x	x
COc1cc(C(=O)N2CCN(Cc3ccccc3C(F)(F)F)CC2)cc(OC)c1OC	6%	1%	-19%	23%	191%[activator]	3	1%
Cc1ccsc1C(=O)OCC(=O)Nc1sccc1C(N)=O	-6%	5%	-5%	u	-45%	19	-5%
CC(C)CCNC(=O)NC(=O)COc1ccccc1C#N	-6%	0%	2%	-3%	-6%	84	0%
CCCCN(C=O)c1c(CC)nc2ccc(C(=O)NCc3cccs3)cn12	x	3%	0%	x	x	27	x
COc1ccc(NC(=O)COC(=O)CC2Sc3ccccc3NC2=O)cc1 (stereo unspecified)	-6%	-1%	9%	4%	-50%	58	x
CN(C)c1ccc(/C=C2\C(=N)N3N=C(CC(=O)N4CCCCC4)SC3=NC2=O)cc1	0%	-6%	10%	7%	-25%	5	11%
CCOc1cc(CO)ccc1OCC(=O)N1CCCCC1	u	6%	-5%	3%	-17%	-21	1%

Some of the entries so far, in CSV form:
canonical_smiles,AmpC inh detg,TbPYK inhibitor,AMA1-RON2 inh,HCV inhibitor,AmpC no deterg,HCMV inh,LmPK inh
CC(C)CCNC(=O)NC(=O)COc1ccccc1C#N,-6%,0%,2%,-3%,-6%,84,0%
CCOc1ccc(CN2CCNC(=O)C2CC(=O)NC2CCOCC2)cc1 (stereo unspecified),-2%,0%,12%,x,1%,40,3%

Remaining list, next part:
SMILES	AmpC inh detg	TbPYK inhibitor	AMA1-RON2 inh	HCV inhibitor	AmpC no deterg	HCMV inh	LmPK inh
O=C(Nc1cccc2ccccc12)c1ccccc1NS(=O)(=O)c1cccc2cccnc12	1%	3%	4%	3%	-30%	-11	-1%
CCC(=O)Nc1ccc2oc(-c3cccnc3)nc2c1	0%	1%	4%	5%	-16%	0	-4%
CCOC(=O)/C=C/C(=O)Nc1ccc(S(=O)(=O)N(C)c2ccccc2)cc1	5%	4%	2%	u	-42%	-24	2%
O=C(N/C(=C/c1ccc(Br)cc1)C(=O)N1CCOCC1)c1cccs1	5%	1%	-6%	4%	-10%	-62*	3%
Cc1ccccc1NC(=O)c1c(C)[nH]c(=S)c(C#N)c1-c1ccc(Cl)cc1	1%	-22%	95%[activator]	-2%	-56%	3	10%
O=C(CN1C(=O)C2CCCCN2c2ccc(C(=O)N3CCCC3)cc21)NCc1cccc(Cl)c1 (stereo unspecified)	-7%	3%	x	x	x	4	x
CCc1ccccc1NC(=O)CSc1nc2ccccc2n1CC(=O)N(C)C	9%	12%	-2%	22%&-10%	22%	-30	6%
O=C(OCC(=O)N1CCc2ccccc21)c1ccc(Br)o1	x	0%	-4%	6%	-26%	0	x
O=C(O)C1CCC(=O)N1Cc1ccccc1Cl (stereo unspecified)	-14%	-2%	-1%	3%	-21%	8	1%
CCOCCCNC(=O)c1ccc2c(=O)n(CCc3ccc(OC)c(OC)c3)c(=O)[nH]c2c1	-7%	1%	x	x	x	1	x
Cc1cc(C(=O)COC(=O)C2COc3ccccc3O2)c(C)n1CC1CCCO1 (stereo unspecified)	-6%	-8%	-13%	-11%	40%	26	0%
Cc1c(-c2ccccc2)[n+](=O)c(-c2ccc(Br)cc2)c(C)n1[O-]	-6%	2%	0%	1%	-6%	-1	-2%
C=CCNCC(O)COc1ccc(C(C)=O)cc1OC (stereo unspecified)	-11%	24%	4%	17%	17%	0	2%
C=CCn1c(SCC(=O)NC(=O)Cc2ccccc2)nnc1-c1ccccc1F	x	-4%	-1%	9%	-19%	3	x
CCc1ccc(C2CC(=O)c3c([nH]c(C(=O)OCc4ccc(C)cc4)c3C)C2)cc1 (stereo unspecified)	17%	-1%	x	x	x	-27	x

Quoted from the listing, five compounds:
SMILES	AmpC inh detg	TbPYK inhibitor	AMA1-RON2 inh	HCV inhibitor	AmpC no deterg	HCMV inh	LmPK inh
Cc1cc(C(=O)COC(=O)C2COc3ccccc3O2)c(C)n1CC1CCCO1 (stereo unspecified)	-6%	-8%	-13%	-11%	40%	26	0%
Cc1c(-c2ccccc2)[n+](=O)c(-c2ccc(Br)cc2)c(C)n1[O-]	-6%	2%	0%	1%	-6%	-1	-2%
C=CCNCC(O)COc1ccc(C(C)=O)cc1OC (stereo unspecified)	-11%	24%	4%	17%	17%	0	2%
C=CCn1c(SCC(=O)NC(=O)Cc2ccccc2)nnc1-c1ccccc1F	x	-4%	-1%	9%	-19%	3	x
CCc1ccc(C2CC(=O)c3c([nH]c(C(=O)OCc4ccc(C)cc4)c3C)C2)cc1 (stereo unspecified)	17%	-1%	x	x	x	-27	x

(more compounds)
SMILES	AmpC inh detg	TbPYK inhibitor	AMA1-RON2 inh	HCV inhibitor	AmpC no deterg	HCMV inh	LmPK inh
CCOC(=O)c1c(NC(=O)/C=C/c2ccc(C)cc2)sc2c1CCCC2	3%	-3%	x	x	x	-2	x
CN(C)c1cc(-c2cccc([N+](=O)[O-])c2)oc(=O)c1Cl	-5%	8%	-6%	-10%	-12%	5	1%
C=C(C)Cn1c(=O)c2c(nc3n2CCN3c2cc(C)cc(C)c2)n(C)c1=O	8%	6%	x	x	x	-28	x
O=C(/C=C/Sc1ncn[nH]1)c1ccc(Cl)cc1	0%	8%	0%	u	-29%	-76*	-16%
C=CCn1cccc(C(=O)Nc2ccc(OC)c(Cl)c2)c1=O	3%	1%	-2%	-15%	5%	x	-11%
CC(=O)C1=C(O)C(=O)N(c2ccc(C(=O)O)cc2)C1c1ccc([N+](=O)[O-])cc1 (stereo unspecified)	-5%	-2%	-11%	9%	-1%	14	2%
Cc1onc(-c2c(Cl)cccc2Cl)c1C(=O)N=C(N)N1CC(C)OC(C)C1 (stereo unspecified)	-5%	-4%	3%	-13%	55%	-1	4%
CCOc1ccc2nc(N3CCCC(C(=O)NCCc4ccc(SC)cc4)C3)sc2c1 (stereo unspecified)	3%	4%	x	x	x	17	x
O=C(Cn1nc(-c2ccccc2)c2ccccc2c1=O)Nc1ccc(O)cc1	-5%	1%	-2%	9%	-16%	-20	4%
CC[C@@]1(C(=O)OC)N[C@H](CN(C)S(=O)(=O)c2ccc(F)cc2)[C@@H]2C(=O)N(C)C(=O)[C@@H]21	x	5%	5%	3%	3%	9	x
Cc1noc(C)c1C(=O)OC(C)C(=O)c1ccc(C(C)(C)C)cc1 (stereo unspecified)	x	-2%	-2%	x	x	27	x
COCC(C)OC(=O)c1c(N)n(-c2ccc(OC)c(OC)c2)c2nc3ccccc3nc12 (stereo unspecified)	6%	-8%	11%	12%	-10%	x	2%
Cc1ccc(CN2C(=O)CCC2C(=O)NCc2ccccc2Cl)cc1 (stereo unspecified)	2%	0%	-4%	18%	18%	-33	-2%
COc1ccc(S(=O)(=O)N2CCOCC2)cc1C(=O)N1CCCC1	-9%	9%	15%	15%	-18%	-20	0%
Cc1ccc(-c2nc3c4ccccc4ccn3c2CN2CCCCC2)cc1	-3%	-10%	-7%	-16%	1%	19	1%
Cc1ccc(NC(=O)CN2CCC3(O)CCCCC3C2c2ccc3c(c2)OCO3)c(C)c1 (stereo unspecified)	-19%	0%	-4%	8%	51%	4	2%
CCOc1ccc(S(=O)(=O)N2CCC(C(=O)Nc3ccc(C)c(S(=O)(=O)N4CCOCC4)c3)CC2)cc1	x	0%	-5%	u	x	-14	x
O=C(CCC(=O)c1ccc(F)cc1)Nc1cccc(Br)c1	5%	-5%	17%	4%	-26%	-18	-3%
Cc1ccc(NC(=O)Cn2cc(C(=O)c3cccs3)c3ccccc32)cc1C	4%	5%	x	x	x	u	x
Cc1ccc(NC(=O)CN2CCN(CCN=CC3=C(O)CC(C)(C)CC3=O)CC2)cc1	0%	-7%	9%	22%	1%	15	-3%
O=C(O)c1ccc(Oc2ccccc2)o1	0%	-1%	-10%	-1%	-19%	57	1%
CCC(=O)Nc1nc(C)c(C(=O)N2CCCCC2)s1	u	1%	2%	-5%	-4%	14	1%
COc1ccc(N2CCN(S(=O)(=O)CCNC(=O)C3CC(=O)N(c4ccccc4)C3)CC2)cc1 (stereo unspecified)	5%&4%	-3%&-2%	0%	2%	-4%	-14&-28	4%
Cc1cc(NC(=O)CC(C)(C)C)nc2c1c(=O)oc1ccccc12	3%	0%	12%	20%&11%	-23%	114	1%
CC1(C)OC(=O)N(c2cccnc2)C1(C)O (stereo unspecified)	-13%	-3%	40%	7%	-42%	-1	-6%
Cc1ccc(NC(=O)CSc2ccc(-c3ccccn3)nn2)cc1F	0%&2%	-13%&-2%	-18%	u	-16%	12&-6	2%
Cc1nc(NCCc2ccccc2)sc1C(=O)N(C)C	-1%	-6%	-23%	-1%	-10%	0	0%
O=C(C1COc2ccccc2O1)N1CCN(c2nc3c(F)cccc3s2)CC1 (stereo unspecified)	7%	10%	x	x	x	-35	x
O=C(c1ccc(OC2CCN(Cc3cccc(F)c3)CC2)cc1)N1CCCCC1	2%	-3%	4%	u	108%[activator]	-4	-6%
O=C(c1ccco1)N1CCN(C2CN(Cc3ccccc3)S(=O)(=O)C2)CC1 (stereo unspecified)	x	0%	0%	x	x	-21	x
COc1ccc(-n2nnnc2SC(C)C(N)=O)cc1 (stereo unspecified)	-11%	0%	-4%	16%	-2%	40	3%
COc1ccc2cc(CN(CC3COCCO3)S(=O)(=O)c3c(C)cc(C)cc3C)c(=O)[nH]c2c1 (stereo unspecified)	-13%	x	x	x	-8%	x	-2%
